tim23-1 inh: inhibits growth of tim23-1 mutant yeast. inhibition, % at 20 µM. S. cerevisiae tim23-1 growth, BacTiter-Glo luminescence, 24 h. actives 1.3% (n = 330,000);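 active = growth inhibition of the mutant yeast at or above 50%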;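 note: temperature-sensitive mutant grown at 25 °C; plate controls were DMSO-treated mutant yeast for no effect and medium wells lacking yeast for full effect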
APJ ag: APJ receptor agonism. P35414. CHO-K1 APJ PathHunter beta-arrestin, luminescence; 0% DMSO wells, 100% apelin. activation, % at 20 µM. actives 0.11% (n = 330,000). AID 2520;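 active = activation more than six SD over the plate average, tested at 20 µM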;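 note: 0% = DMSO alone and 100% = apelin-13 at 10 nM; some results filed as inactive read as strong as hits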
Target sequence (P35414 whole entry, looked up): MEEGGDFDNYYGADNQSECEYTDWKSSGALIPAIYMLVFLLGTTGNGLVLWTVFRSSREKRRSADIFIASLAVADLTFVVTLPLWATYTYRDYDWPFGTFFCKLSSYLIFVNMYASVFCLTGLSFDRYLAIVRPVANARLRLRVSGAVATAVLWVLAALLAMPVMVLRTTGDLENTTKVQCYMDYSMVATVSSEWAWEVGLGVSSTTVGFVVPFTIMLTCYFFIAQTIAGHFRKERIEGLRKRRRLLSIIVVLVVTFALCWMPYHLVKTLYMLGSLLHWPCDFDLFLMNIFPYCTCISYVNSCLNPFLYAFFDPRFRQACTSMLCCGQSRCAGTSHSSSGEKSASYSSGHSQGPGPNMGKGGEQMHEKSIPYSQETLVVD
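assay system = CHO-K1 APJ beta-arrestin complementation cell line | input = cell density 1000 per well | dosing = compound 20 µM once, DMSO 1% | timing = compound 90 min 25 °C, reagent 1 h | measured by = luminescence from split beta-galactosidase complementation, Galacton Star/Emerald II substrate | read-out basis = APJ agonist activity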
tim10-1 inh: inhibits growth of tim10-1 mutant yeast | actives 2.2% (n = 330,000) | S. cerevisiae tim10-1 ts strain growth, BacTiter-Glo, 24 h | inhibition, % at 20 µM;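 active = inhibition of at least 40%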;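 note: mutant grown at 25 °C; 0% = DMSO wells with yeast and 100% = wells holding no yeast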
Mdm2 MdmX PPI: human Mdm2/MdmX binding inhibition; actives 3% (n = 330,000); inhibition, % at 8 µM; AID 485346; SaOS-2 split-luciferase Mdm2/MdmX complementation, luminescence;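 active = inhibition of at least 50% at 8 µM in the primary screen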
CXCR6 block: blocks human CXCR6 beta-arrestin recruitment; inhibition, % at 20 µM; CHO-K1 PathHunter CXCR6 beta-arrestin, luminescence; actives 0.36% (n = 360,000); in the data active = inhibition above about 34%, passing the limit was not always enough;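 note: antagonist mode with CXCL16 agonist at 10 nM final; 0% = 10 nM CXCL16 with DMSO and 100% = unstimulated wells without agonist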
Target sequence (O00574 whole entry, looked up): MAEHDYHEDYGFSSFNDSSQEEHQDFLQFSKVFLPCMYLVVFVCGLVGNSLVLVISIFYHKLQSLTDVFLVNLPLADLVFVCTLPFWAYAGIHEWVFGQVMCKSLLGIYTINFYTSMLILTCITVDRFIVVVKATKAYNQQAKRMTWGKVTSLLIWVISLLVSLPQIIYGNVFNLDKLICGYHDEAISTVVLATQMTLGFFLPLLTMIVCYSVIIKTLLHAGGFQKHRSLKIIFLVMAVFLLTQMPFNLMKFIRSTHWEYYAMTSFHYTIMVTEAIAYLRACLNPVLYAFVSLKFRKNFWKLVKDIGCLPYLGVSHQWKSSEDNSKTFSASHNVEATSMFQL
XBP1 UPR activ: activators of adaptive arm of unfolded protein response (XBP1); CHO-XBP1 luciferase reporter, IRE1-XBP1 UPR activation, luminescence; percent of tunicamycin response, DMSO as zero; activation, % at 20 µM; actives 0.33% (n = 330,000); AID 463104;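 active = versus positive control, 20 µM dose yields 30% or more activation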;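 note: 100% = tunicamycin at 10 µg/mL and 0% = DMSO only wells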
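Signal: luciferase luminescence; Assay system: CHO-XBP1 luciferase reporter cells; Amount: one thousand reporter cells per well; Dosing: 20 µM single concentration, DMSO 1%; Benchmarks: high control tunicamycin 10 µg/mL final, low control DMSO vehicle only; Schedule: 6 h compound exposure at 37 °C, 5% CO2; Evaluation: percent activation relative to tunicamycin reference.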
TIM10 inh: TIM10 yeast growth inhibition. actives 1.4% (n = 330,000). inhibition, % at 10 µM. S. cerevisiae TIM10 strain growth, BacTiter-Glo luminescence, 24 h;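 active = inhibition of 40% or more at the single tested concentration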;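 note: wild-type TIM10 isogenic control strain grown at permissive 25 °C; 0% = DMSO yeast wells and 100% = minimal medium wells without yeast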
UPR CHOP act: activators of apoptotic arm of unfolded protein response (CHOP). CHO-CHOP luciferase reporter, UPR activation, luminescence; percent of tunicamycin response over DMSO baseline. actives 0.34% (n = 330,000). activation, % at 10 µM. AID 449763;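 active = at 10 µM dose, activation of 40% or more, normalized to positive control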;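 note: 100% = tunicamycin at 10 µg/mL and 0% = DMSO alone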
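Test system: CHO-CHOP cells, stable luciferase reporter of PERK-eIF2a-CHOP signalling | Quantity: 500 CHO-CHOP cells per well | Buffer or medium: F12 plus 10% serum | Compound dosing: 10 µM single point, 0.5% DMSO | Schedule: 6 h compound treatment, 37 °C | Signal: Luciferase luminescence | Control set: Tunicamycin high control, DMSO low control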
APJ antag: blocks the human apelin receptor APJ. P35414. actives 0.32% (n = 330,000). CHO-K1 APJ beta-arrestin complementation, luminescence. inhibition, % at 20 µM;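 active = inhibition above about 40% at 20 µM, limit read from the data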;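 note: cells challenged with 10 nM apelin-13 agonist together with compound; plate controls were apelin-13 plus DMSO wells for no effect and DMSO wells lacking apelin-13 for full effect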
An asterisk follows results filed as active; / = not tested or not shown. The list is partial; rates above refer to the full screens.

| canonical_smiles | Mdm2 MdmX PPI | UPR CHOP act | APJ ag | APJ antag | TIM10 inh | tim23-1 inh | CXCR6 block | tim10-1 inh | XBP1 UPR activ |
| --- | --- | --- | --- | --- | --- | --- | --- | --- | --- |
| CCCCN(C1CCS(=O)(=O)C1)S(=O)(=O)c1ccc(OC)cc1 (stereo not drawn) | -13 | 0.3 | -2 | 12 | 6 | -6 | -1 | -6 | -1 |
| C=CCSc1nc(C)c(CCCC)c(=O)[nH]1 | -34 | 0.8 | 0 | -16 | 1 | 20 | -5 | -24 | 0 |
| CCOc1ccc(-n2c(SCC(=O)Nc3ccc(OC)cc3OC)nc3c(c2=O)SCC3)cc1 | 10 | -0.8 | 2 | 7 | 23 | -1 | -1 | 12 | -5 |
| O=C(O)CCN=Cc1c(O)c2ccccc2oc1=O | 5 | 0.7 | -2 | -14 | 1 | 26 | 1 | 27 | 0 |
| Cc1ccc(S(=O)(=O)N/N=C\c2cc3c(cc2[N+](=O)[O-])OCO3)cc1 | 9 | 1.2 | 9 | -30 | 15 | 28 | -3 | 39 | -1 |
| CC1CCN(C(=O)CSc2nc3c(c(=O)n(C)c(=O)n3C)n2C)CC1 | -30 | 1.6 | 0 | 13 | 2 | 6 | -11 | -6 | 0 |
| Cc1cc(NC(=O)C(Cl)c2ccccc2)no1 (stereo not drawn) | 28 | 2.8 | -1 | -21 | 9 | 0 | -3 | -15 | -4 |
| CCOC(=O)C1C2C=CC3(CN(C4CCCC4)C(=O)C13)O2 (stereo not drawn) | -3 | -1.3 | 0 | 7 | -4 | 0 | -3 | 6 | -1 |
| O=C(NC1CCCCCC1)C1Cc2ccccc2CN1C(=O)c1ccco1 (stereo not drawn) | -37 | -0.9 | 0 | 9 | 35 | 28 | 1 | 33 | -3 |
| Cc1c(NC(=O)c2cccnc2C(=O)O)cccc1C(=O)O | 25 | 0.5 | 3 | -4 | -12 | 5 | 6 | 7 | -1 |
| CCOC(=O)C(=CNc1cc(C)ccc1[N+](=O)[O-])C(=O)OCC | 27 | 4.4 | 2 | 1 | 7 | -3 | 1 | 1 | 1 |
| CCNC(=O)C(C)Oc1ccc(Cl)cc1Cl (stereo not drawn) | 1 | 3.3 | -4 | -6 | -7 | 3 | 2 | 10 | -1 |
| CCOc1ccc(CSC2=NCCN2)cc1Cl | -18 | -0.5 | -4 | 8 | -12 | -4 | 3 | 3 | 0 |
| COc1ccc(OC)c(Nc2cc(C)nc3nc(C)nn23)c1 | 3 | 2.8 | -3 | 12 | 3 | 12 | -6 | 0 | -1 |
| OCCC1CN(Cc2ccccc2-c2ccco2)CCN1Cc1ccccc1 (stereo not drawn) | 1 | -1.4 | -2 | -2 | 8 | 19 | 8 | 22 | 0 |
| COc1ccc(NC(=S)N2CCN(C(c3ccccc3)c3ccccc3)CC2)cc1OC | 38 | 1.3 | 9 | 4 | 2 | 21 | 0 | 25 | -2 |
| CC(=O)Nc1nnc(SCC(=O)N2CCCc3ccccc32)s1 | -14 | -1.2 | -1 | -7 | 3 | 18 | -4 | 7 | -3 |
| COC(=O)C1=C(C(=O)OC)[C@@H]2N(C)c3ccc(OC)cc3[C@@]23C[C@@H](C(=O)OC)N(C(=O)NC2CCCCC2)C3=N1 | -11 | 1.3 | 5 | 8 | 17 | 11 | 13 | 2 | 0 |
| CCOc1ccccc1C1N(c2ccc(F)cc2)C(=O)C2CCCN21 (stereo not drawn) | 26 | 1.4 | -2 | -23 | 0 | 14 | -3 | 16 | -1 |
| CC1=NN(c2ccccc2)C(=O)/C1=C/c1cc2cc(C)ccc2nc1N1CCCCC1 | -74 | 27 | 10 | -12 | 23 | 35 | / | 31 | 4 |

Continued (3 carried over from the part before).
| canonical_smiles | Mdm2 MdmX PPI | UPR CHOP act | APJ ag | APJ antag | TIM10 inh | tim23-1 inh | CXCR6 block | tim10-1 inh | XBP1 UPR activ |
| --- | --- | --- | --- | --- | --- | --- | --- | --- | --- |
| COC(=O)C1=C(C(=O)OC)[C@@H]2N(C)c3ccc(OC)cc3[C@@]23C[C@@H](C(=O)OC)N(C(=O)NC2CCCCC2)C3=N1 | -11 | 1.3 | 5 | 8 | 17 | 11 | 13 | 2 | 0 |
| CCOc1ccccc1C1N(c2ccc(F)cc2)C(=O)C2CCCN21 (stereo not drawn) | 26 | 1.4 | -2 | -23 | 0 | 14 | -3 | 16 | -1 |
| CC1=NN(c2ccccc2)C(=O)/C1=C/c1cc2cc(C)ccc2nc1N1CCCCC1 | -74 | 27 | 10 | -12 | 23 | 35 | / | 31 | 4 |
| Cc1ccccc1N(C(=O)c1ccco1)C(C(=O)NC1CCCC1)c1cccnc1 (stereo not drawn) | -9 | -1.7 | -1 | -18 | -16 | 7 | -6 | 1 | -3 |
| CN(Cc1ccccc1)C(=O)c1nc[nH]c1C(=O)N1CCc2ccccc2C1 | 8 | 1.1 | -3 | 7 | -4 | 2 | -1 | -13 | 1 |
| O=C(Nc1nc(-c2nc3ccccc3s2)cs1)C1CC1 | -207 | 5.5 | -2 | -1 | 29 | 47 | -2 | 15 | 3 |
| Cc1cc(OC(=O)Cc2cccc3ccccc23)c([N+](=O)[O-])c(=O)[nH]1 | 25 | -0.2 | -5 | 5 | -1 | 2 | 39* | 9 | -1 |
| Cn1nccc1NS(=O)(=O)c1ccc(C(C)(C)C)cc1 | -2 | 0.7 | 0 | -6 | -17 | 1 | 9 | -19 | 0 |
| Cc1cc(=O)oc2cc(OCC(=O)Nc3ccccc3C(N)=O)c(Cl)cc12 | 23 | -0.4 | -3 | 12 | -17 | -10 | -5 | -14 | -10 |
| COc1ccc(/C=C/C(=O)OCC(=O)NC2CCCC2)c(OC)c1 | 11 | 1.1 | -2 | -3 | 11 | 12 | 6 | 15 | 0 |
| N#Cc1c(SCC(=O)Nc2ccc(C(F)(F)F)cc2)sc2c(O)cc(=O)[nH]c12 | -8 | 1.0 | -3 | 6 | -3 | 11 | 2 | 0 | -5 |
| CCOc1cc(N2CCOCC2)c(OCC)cc1NC(=O)COc1cccc2cccnc12 | 91* | -1.3 | 1 | -46 | 17 | 28 | -10 | 25 | -3 |
| COc1ccccc1NC(=O)C(C)OC(=O)CCCc1c[nH]c2ccccc12 (stereo not drawn) | 2 | -0.1 | -4 | 11 | -22 | 27 | -5 | 6 | -7 |
| C=C(C)CC1(NC(C)c2ccccc2)CCCCC1 (stereo not drawn) | 7 | 2.7 | -2 | 10 | -5 | 0 | -11 | 6 | 0 |
| CCOC(=O)c1sc(NC(=O)c2ccncc2)c(C#N)c1C | 10 | -1.6 | 0 | 2 | 4 | 17 | 7 | 13 | 0 |
| O=C(/C=C/c1ccco1)NC(=S)N1CCCCC1 | 10 | 5.3 | 1 | 8 | 19 | 4 | -4 | 8 | 2 |
| CN(Cc1cn(C)nc1-c1cccc(Cl)c1)Cc1nccn1C | 13 | -0.6 | -7 | 9 | 2 | 5 | 3 | 4 | -3 |
| COc1ccc(NC(=O)CC2C(=O)N(CCc3ccccc3)C(=S)N2Cc2cccnc2)cc1 (stereo not drawn) | 10 | 0.3 | 0 | -10 | 13 | 19 | -5 | 33 | -1 |
| CC(=O)C1=C(C)NC(SCc2cccc([N+](=O)[O-])c2)=C(C#N)C1c1ccco1 (stereo not drawn) | -16 | -1.3 | -4 | 18 | 14 | 27 | 2 | 23 | 3 |
| Cc1ccc(C(=O)NNC2=Nc3cccc4cccc2c34)cc1 | 43 | 4.6 | 1 | 6 | -20 | -10 | 9 | -18 | 2 |
| CS(=O)(=O)N1CCN(C(=O)Cc2ccccc2)CC1 | 8 | -2.5 | -5 | -23 | -3 | 9 | -3 | 5 | 0 |
| CCC(CC)c1nnc(NC(=O)c2ccc(N3CCCCC3)c([N+](=O)[O-])c2)s1 | 20 | -0.9 | -3 | 22 | -9 | 3 | 14 | 16 | 3 |
| Cc1ccc(Cl)cc1N1CCN(S(=O)(=O)c2c(C)nc3scc(C)n3c2=O)CC1 | 30 | 3.6 | 1 | 10 | 16 | 29 | 10 | 23 | -2 |
| Cc1occc1C(=O)N1CCN(S(=O)(=O)c2ccc(F)cc2)CC1 | -31 | 0.5 | 1 | 17 | 3 | 1 | 0 | -2 | -1 |
| CCCC(=O)OCCNc1cc(SCCC(=O)OC)c2nonc2c1[N+](=O)[O-] | 25 | -3.3 | -4 | 20 | -5 | 22 | 50* | 22 | -1 |
| CCOc1ccccc1C(=O)N(C)Cc1cc2cc(OC)ccc2[nH]c1=O | 18 | 0.0 | -4 | -2 | -13 | 10 | -3 | 11 | -2 |
| O=C(CSc1ncc(-c2ccccc2)[nH]1)Nc1ccccc1F | -18 | 0.6 | -3 | -3 | 23 | -7 | -9 | -45 | 1 |
| Cc1ccc(CSCC(=O)NCc2cccs2)cc1 | -20 | 2.0 | 1 | 14 | -21 | 13 | -2 | -9 | -1 |
| Cc1c(C(=O)Nc2ccc(F)cc2)oc2ccc(S(=O)(=O)N3CCC4(CC3)OCCO4)cc12 | 24 | 1.6 | 2 | -24 | 19 | 27 | -2 | 32 | 2 |
| CCN(C(=O)CSc1nc2ccc(OC)cc2[nH]1)c1c(N)n(Cc2ccccc2)c(=O)[nH]c1=O | 8 | 1.4 | -3 | 15 | -2 | 0 | 0 | -11 | 0 |
| COc1ccccc1C(=O)N1CCN(C(=O)c2oc3ccc(C)cc3c2C)CC1 | 5 | 0.8 | 0 | -21 | 7 | 26 | 4 | 19 | -4 |
| CCN(CC)C(=O)c1c(C)[nH]c(=S)c(C#N)c1-c1ccco1 | 1 | -1.8 | 0 | 2 | -5 | 11 | -1 | 16 | -3 |
| CC1CCCC(NC(=O)CN2CCN(S(=O)(=O)c3ccc(Br)s3)CC2)C1C (stereo not drawn) | 12 | -1.2 | 0 | -45 | 20 | 35 | 5 | 34 | -1 |
| CC(C)OCCCNS(=O)(=O)c1ccc2c(c1)OCCO2 | 2 | -1.3 | -2 | -8 | 9 | 15 | -1 | 22 | 0 |
| O=c1c2ccccc2cnn1CCOc1ccccc1 | 60* | -8.3 | -1 | 6 | -9 | 9 | 3 | 7 | -7 |
| COc1cc(NS(=O)(=O)c2ccc(NC(=S)NC(=O)c3sc4cc(F)ccc4c3Cl)cc2)nc(OC)n1 | 4 | 4.3 | -4 | 13 | 3 | 8 | 17 | 33 | 0 |
| CC(C)CCNC(=O)c1onc(CSc2nc3ccccc3[nH]2)c1C(=O)NCCC(C)C | 41 | 0.3 | -6 | -2 | 8 | 12 | 6 | 23 | -4 |
| COc1c(Cl)cc(Cl)cc1C(=O)Nc1ccc(NC(C)=O)cc1 | -9 | -1.9 | -3 | 15 | 27 | 45 | 0 | 28 | -1 |
| O=C(NNC(=O)c1cnccc1C(F)(F)F)c1ccc(Cl)cc1 | 19 | -1.3 | -5 | 3 | -19 | -6 | -7 | -15 | 0 |
| CS(=O)(=O)N1CCN(c2nc(-c3ccc(F)cc3)cs2)CC1 | 14 | 1.0 | -1 | 1 | -11 | -21 | -5 | -11 | 3 |
| CC(=O)c1ccc(-c2csc(N3CCC(C(N)=O)CC3)n2)cc1 | 0 | 4.4 | 1 | 10 | -4 | 10 | / | 16 | -1 |

Screening results from PubChem BioAssay.
